PriA SSB inh – inhibitors of Klebsiella pneumoniae PriA binding to SSB C-terminal tail; AlphaScreen SSBct-PriA binding, biotinylated peptide; inhibition, % at 33 µM; hit rate 0.6% among 430,000; AID 1272365; in the data active means inhibition mostly above about 37%, no sharp cut-off; inactive means mostly below about 20%;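 further: plate controls were negative control peptide for no effect and reference peptide for full effect; strong numbers were not always called active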
Numbers without * were called inactive; & = joins results of further samples. An excerpt; the hit share may differ from the screen's.

SMILES	PriA SSB inh
CCCc1nnsc1C(=O)Nc1sc2c(c1-c1nc(C)no1)CCOC2	-10
COc1cc(C(=O)NN=C(C)Cc2ccccc2)cc(OC)c1OC	-6
O=C1N/C(=N\N=C/c2ccco2)SC1c1ccccc1 (stereo not drawn)	-11
O=[N+]([O-])c1ccc(C=Nn2c(COc3ccccc3)n[nH]c2=S)cc1	16
O=S(=O)(NC[C@H]1CCCN1c1ccccc1)c1cccc2ccccc12	32*
O=C(NCc1n[nH]c(=O)c2ccccc12)c1cc2ccccc2oc1=O	-7
Cc1nnsc1C(=O)NCCC(O)c1ccc2c(c1)OCO2 (stereo not drawn)	-4
COc1ccc(C(=O)COC(=O)c2cc(CC(C)C)nc3ccccc23)cc1OC	-18
O=C(NCC(c1ccsc1)N1CCOCC1)Nc1cccs1 (stereo not drawn)	5
O=C(CCSc1ccccc1)NCCn1nc(C(F)(F)F)cc1C1CC1	-8
NN=C1CCCc2c1[nH]c1ccc([N+](=O)[O-])cc21	0
CCc1ccc(S(=O)(=O)NCCN2CCN(c3ccccc3F)CC2)cc1	-15
O=C(Cc1ccc(F)cc1)Nc1cnc(-n2cccn2)nc1	1
O=S(=O)(NCC1(Sc2ccccc2)CCOCC1)c1ccccc1Br	-12
COC(=O)c1cc(=O)n(C)[nH]1	-2
O=C(c1ccc(F)cc1F)N1CCC(c2nnc(-c3ccco3)s2)CC1	9
COc1ccc(-c2ccc(C#N)c(SCc3ccc(C#N)cc3)n2)cc1	1
O=C(Nc1cnc(N2CCCC2)nc1)C1CCCCC1	-17
C=CCN(CC=C)S(=O)(=O)c1ccc(C(=O)Nc2nc3cc4c(cc3s2)OCCO4)cc1	-2
O=C(NN=Cc1ccccn1)c1ccc(Br)cc1	-13
COc1ccc(-c2cn3cccnc3n2)cc1NC(=O)C(C)(C)Oc1ccc(Cl)cc1	-16
CC(C)(C)OC(=O)C[C@H]1C/C=C/C[C@H](CC(=O)N(CCO)Cc2ccccc2)C(=O)N2CCC[C@H]2COC1=O	-3
COc1ccc(S(=O)(=O)C2CCN(C(=O)CSCc3ccccc3)CC2)cc1	-6
O=C(O)c1ccc(CN2C(=O)SC(Nc3ccccc3C(=O)O)C2=O)cc1 (stereo not drawn)	4
Cc1ccc(Cn2cccc(C(=O)Nc3ccc4c(c3)OCO4)c2=O)cc1	-5
CCN(CC)c1cccc(OCC#CCNS(=O)(=O)c2ccc3c(c2)CCO3)c1	2
O=C(NN=Cc1c[nH]c2ccccc12)c1cc2ccccc2o1	-12
O=C(COc1ccccc1)NCc1nccc(N2CCCCC2)n1	-16
CC(C)n1cc(C=NNC(=O)c2cc3c(ccc4ccccc43)o2)c2ccccc21	-3
COc1cc(C=NNC(=O)c2ccncc2)ccc1OCc1cnc(Cl)s1	-7
CCOC(=O)C1=C(C)N=c2sc(=Cc3cc(OC)c(OC)c(OC)c3)c(=O)n2C1/C=C/c1ccccc1 (stereo not drawn)	-20
O=C(CC1CCCCN1S(=O)(=O)c1ccc(F)cc1)NCc1ccccn1 (stereo not drawn)	7
CCc1ccc(OCCS(=O)(=O)Nc2cc(Cl)ccc2OC)cc1	-13
COc1ccc(OC)c(C=NNC(=O)Cc2nc3ccccc3[nH]2)c1	2
COc1cc(NC(=O)NCCNc2nc(C)cc(N(C)C)n2)cc(OC)c1OC	-5
O=S(=O)(NCC(O)(c1ccccc1)C1CC1)c1ccccc1Cl (stereo not drawn)	-13
O=C(Nc1cnc(N2CCOCC2)nc1)c1ccc(F)cc1Cl	-19
CCc1n[nH]c(=S)n1N=Cc1ccc(N(C)c2ccccc2)cc1	5
Cc1nnsc1C(=O)N1C2C=CCC1CC2 (stereo not drawn)	-11
CC(C)=CC(=O)Nc1nc(-c2cccc(Br)c2)cs1	6
CC(=O)SCC(=O)N=c1sc2cc(C)ccc2n1C	13
O=C(Cn1c(=O)oc2ccccc21)N1CCC(Oc2ncccc2Cl)CC1	8
COc1ccc(CCN2C(=O)C3C4C=CC(O4)C3C2=O)cc1OC (stereo not drawn)	-7
CCOc1ccc(-c2ccc(N3CCN(C(=O)Nc4ccccc4Cl)CC3)nn2)cc1	-1
O=C(Nc1nc2ccc(Cl)cc2s1)c1cnn2c1OCCC2	-15
Cc1ccnc(Nc2cc(N3CCN(C(=O)c4ccc(F)cc4Cl)CC3)ncn2)c1	-5
O=C(NCc1ccccc1Cl)NC1CC(=O)N(c2cccc(F)c2)C1 (stereo not drawn)	-11
CC(CC(=O)N1CC(S(=O)(=O)C2CCCCC2)C1)n1ccnc1 (stereo not drawn)	2
Cc1[nH]c(=O)[nH]c(=O)c1CCc1nnc(SCC(=O)c2ccc(Cl)cc2)o1	-19
CC(=O)N1CCc2cc(NC(=O)CSc3nnc4sc5ccccc5n34)ccc21	-6

The last 5 records of the section above are carried over, then new ones follow:
SMILES	PriA SSB inh
Cc1ccnc(Nc2cc(N3CCN(C(=O)c4ccc(F)cc4Cl)CC3)ncn2)c1	-5
O=C(NCc1ccccc1Cl)NC1CC(=O)N(c2cccc(F)c2)C1 (stereo not drawn)	-11
CC(CC(=O)N1CC(S(=O)(=O)C2CCCCC2)C1)n1ccnc1 (stereo not drawn)	2
Cc1[nH]c(=O)[nH]c(=O)c1CCc1nnc(SCC(=O)c2ccc(Cl)cc2)o1	-19
CC(=O)N1CCc2cc(NC(=O)CSc3nnc4sc5ccccc5n34)ccc21	-6
O=C(NCC(=O)N1CCOC(c2ccccc2)C1)c1ccc(C(F)(F)F)cc1 (stereo not drawn)	-6
COc1ccccc1C(C)Nc1ccc(S(=O)(=O)N2CCCC2)cc1[N+](=O)[O-] (stereo not drawn)	48
Cc1cccc(OCc2occc2C(=O)N(C)Cc2cc(=O)[nH]c3ccccc23)c1	-11
CSc1ccccc1NC(=O)Cc1cc(=O)[nH]c(SCc2cccc(Cl)c2)n1	-1
O=C(CC1CSc2nc3c(cnn3-c3cccc(Cl)c3)c(=O)n21)NCc1ccco1 (stereo not drawn)	3
Cc1ccc(-n2ncc3c(C(C)C)nnc(SCC(=O)NC(C)C)c32)cc1C	5
CCc1nnsc1C(=O)Nc1ncc([N+](=O)[O-])s1	-1
CC1=C(C(N)=O)C(c2ccco2)C(C#N)=C(SCC(N)=O)N1 (stereo not drawn)	-2
O=C(O)c1ccc(C=NNc2ccc(Cl)nn2)cc1	-15
CC1(C)Cc2cccc(OCC(=O)NCC(O)Cn3ccccc3=O)c2O1 (stereo not drawn)	-13

Two entries picked at random from those above:
SMILES	PriA SSB inh
CC1=C(C(N)=O)C(c2ccco2)C(C#N)=C(SCC(N)=O)N1 (stereo not drawn)	-2
O=C(NCC(=O)N1CCOC(c2ccccc2)C1)c1ccc(C(F)(F)F)cc1 (stereo not drawn)	-6

Following part
SMILES	PriA SSB inh
Cc1nc2c(-c3ccccc3)c(C)nn2c(NCCN(C)C)c1Cc1ccccc1	-10
O=C(CCCSc1ccc(NC(=O)c2cccs2)nn1)Nc1ccccn1	-7
O=C1Cc2cc(NS(=O)(=O)c3ccccc3Br)ccc2N1	5
COc1ccc(C)c2sc(N3CCN(C(=O)C(C)C)CC3)nc12	1
COC(=O)c1ccc(OC)c(S(=O)(=O)NCC(OC)c2ccc(Cl)s2)c1 (stereo not drawn)	-12
O=C(Cc1csc(SCc2ccc(Cl)cc2)n1)Nc1ccc2c(c1)OCO2	1
Cc1ccc(N2CCN(C(=O)N3CCCCC3)CC2)cc1Cl	4
CCOc1cc(/C=C2\N=C(c3ccc(C(C)(C)C)cc3)OC2=O)cc(Cl)c1OC(C)=O	27
COc1ccc(C(=O)C=CNc2cc(C)on2)cc1	-4
CCOC(=O)c1cnn(-c2cc(C)nc3c(-c4ccccc4Cl)c(C(F)(F)F)nn23)c1N	-6
COc1cc(Cl)c(C)cc1NC(=O)CN1CCCN(Cc2ccc(Cl)cc2)S1(=O)=O	3
COc1ccccc1N1CCN(C(=O)Nc2cccc([N+](=O)[O-])c2)CC1	14
O=C(NC1CC1)C1CCN(c2ccc(-c3ccc(F)cc3)nn2)CC1	-11&-2
Cc1ccc(C2C(=C(O)c3c(C)nc4c(C)cccn34)C(=O)C(=O)N2CCN(C)C)o1 (stereo not drawn)	-6
CC(C)(C)c1ccc(S(=O)(=O)N2CCN(c3cccc(C(F)(F)F)c3)CC2)cc1	-17&-2
O=C(NCc1ccccc1)N1CCC2(CC1)N=C(SCc1ccccc1)C(c1ccccc1)=N2	-4
Cc1ccc(C)c2sc(NCC3CCCO3)nc12 (stereo not drawn)	-5
CC(=NNC(=O)CN(c1ccccc1Br)S(C)(=O)=O)c1ccc2c(c1)OCCO2	-4
COc1cccc(COc2coc(C(=O)N3CCN(C(=O)c4ccco4)CC3)cc2=O)c1	15
Cc1nnc(NC(=O)Cn2c3c(c(=O)n(C4CCCCC4)c2=O)CCC3)s1	-24

Some of these compounds in order of length of the SMILES, highest first:
SMILES	PriA SSB inh
O=C(NCC(=O)N1CCOC(c2ccccc2)C1)c1ccc(C(F)(F)F)cc1 (stereo not drawn)	-6
O=C(Cc1csc(SCc2ccc(Cl)cc2)n1)Nc1ccc2c(c1)OCO2	1
COc1ccc(OC)c(C=NNC(=O)Cc2nc3ccccc3[nH]2)c1	2
O=C(CCCSc1ccc(NC(=O)c2cccs2)nn1)Nc1ccccn1	-7
CC(=O)SCC(=O)N=c1sc2cc(C)ccc2n1C	13
O=C(Nc1cnc(N2CCCC2)nc1)C1CCCCC1	-17
COC(=O)c1cc(=O)n(C)[nH]1	-2

(continued)
SMILES	PriA SSB inh
Cn1c(=O)c2c(nc(NN=Cc3ccc(OC(=O)c4ccco4)cc3)n2Cc2ccc(F)cc2)n(C)c1=O	17
CCC(C(=O)NCCC(O)c1cc2ccccc2o1)c1ccccc1 (stereo not drawn)	17
COc1ccc(-c2csc3ncnc(N4CCN(C)CC4)c23)cc1	1
O=C(O)c1cc(Br)c2ccccc2c1O	-4
COc1cc2nc3sc(Nc4cc(F)ccc4F)nn3c(=O)c2cc1OC	-9
COCCNC(=O)Cn1nc(C2CC2)c2cnn(-c3cccc(Cl)c3)c2c1=O	-4
O=C(Oc1ccc(/C=C/C(=O)N2CCc3ccccc32)cc1)c1ccccc1F	9
O=C(Cn1cnc(-c2ccccc2)cc1=O)N1CCC(Cc2ccccc2)CC1	-21
Cc1nc2oc(-c3ccccc3)nc2cc1NC(=O)c1ccoc1	-3
CC(Oc1cccc(Br)c1)C(=O)NCc1ccccc1 (stereo not drawn)	-14
Cc1ccc(S(=O)(=O)N2CCOC23CCNCC3)cc1	16
CC1CN(C(=S)NC(=O)c2ccccc2F)CC(C)O1 (stereo not drawn)	-10
COC(=O)c1ccsc1NC(=O)c1ccccc1SC	-32
CS(=O)(=O)c1ncc(Br)c(C(=O)O)n1	-2
COc1ccc(C(=O)N2CCCC[C@H](c3ccc(Cl)cc3)C2)cc1F	-5
COc1ccc(CC(=O)Nc2ccc(SCC(=O)N3CCCC3)nn2)cc1OC	-8&-4
N#C/C(=C\N1CCN(Cc2ccc3c(c2)OCO3)CC1)S(=O)(=O)c1ccccc1	1
CCc1cc(=O)[nH]c2nnc(SCc3cccnc3)n12	-30
CCCn1c(=O)c2ccc(C(=O)N[C@@H](C)CC)cc2n2c(SCc3c(F)cccc3Cl)nnc12	-18
CC1(C)CC(=O)C(C=Nc2ccccc2Cl)=C(O)C1	6
O=C(NCC1CCN(S(=O)(=O)C2CC2)CC1)C(=O)Nc1cc2c3c(c1)CCN3C(=O)CC2	-8
CCc1nc(N2C(=O)c3ccc(OC)c(OC)c3C2=O)n[nH]1	3
CSc1ncccc1C(=O)N1CCC(CNS(=O)(=O)Cc2cccc(F)c2)CC1	3
O=C(ON=C1CCCc2ccccc21)C1CC1	-7
CCN(c1cccc(C)c1)c1ncnc(N)c1[N+](=O)[O-]	20
CC1(C)CC(=O)c2cc(-c3ccc(Br)cc3)n(-c3ccccc3F)c2C1	-6
O=C(c1cc2ccccc2s1)N1CCC(c2ccc3c(c2)OCO3)C1 (stereo not drawn)	-2
O=C(NCc1cccs1)C(=O)NCC1CCN(C2CCCC2)CC1	-5
CCc1ccc(S(=O)(=O)Nc2ccc(-c3nc4cccnc4s3)cc2C)s1	-12&-12
CCOc1ccccc1NC(=O)c1cncc(NS(=O)(=O)c2ccc(OC)cc2)c1	1
CS(=O)(=O)N1CCCCC1C(=O)Nc1nccs1 (stereo not drawn)	-14
COc1cc(OC)cc(N2N=NC3C(=O)N(c4cccc(SC)c4)C(=O)C32)c1 (stereo not drawn)	3
Cn1cnc(S(=O)(=O)NCc2ccsc2)c1	-14
CCC(NS(=O)(=O)c1ccc(C)cc1)C(=O)N1CCCCC1 (stereo not drawn)	2
Cc1ccc2nc(NC(=O)c3cccn(Cc4c(F)cccc4Cl)c3=O)sc2c1	9
CC(C)(C)NC(=O)NCC1CCN(c2nc3ccccc3s2)CC1	-10
Cc1ccc(C(=O)Nc2ccc(S(C)(=O)=O)cc2)cc1C	-5
COc1ccc2oc(=O)c(C(=O)Oc3ccc(F)cc3)cc2c1	-6
O=C(Nc1cnn(CC2CCOCC2)c1)C1(c2ccc(Cl)cc2)CCCC1	-9
Cc1csc(C(=O)NCc2nn(CCN3CCCC3)c(=O)c3ccccc23)c1	45*
CSc1ccccc1C(=O)N1CC(Oc2nc3ccccc3s2)C1	0
CNS(=O)(=O)c1ccc2nc(NC(=O)CN3C(=O)c4ccccc4C3=O)sc2c1	-5
COC(=O)c1ccccc1C(=O)N1CCSC(c2ccccc2Cl)CC1 (stereo not drawn)	9

Screening data deposited in PubChem by Small Molecule Screening Facility, UW Madison.
